PAFAH1B3 inh: PAFAH1B3 (human) inhibition | Q15102 | hit rate 0.28% among 340,000 | inhibition, % at 3.39 µM | recombinant PAFAH1B3, FP-rhodamine probe, fluorescence polarization;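 active = inhibition above the screen-wide average of all tested compounds plus 3 SD, cut at about 25% in these data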;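 note: 0% = enzyme with DMSO only and 100% = wells lacking PAFAH1B3 protein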
LYPLA2 counter: counter-screen for PME1 inhibitors: inhibitors of human LYPLA2. hit rate 0.38% among 320,000. recombinant LYPLA2, FP-Rh probe fluorescence polarization. inhibition, % at 5.9 µM. AID 2177. O95372;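 active = inhibition above the screen-wide mean plus 3 SD, limit set per campaign, cut at about 26% in these data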;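 note: 0% = LYPLA2 with DMSO and 100% = wells lacking LYPLA2 enzyme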
EBNA-1 inhibitor: blocks EBNA-1 binding to DNA; hit rate 0.34% among 300,000; EBNA-1 DNA binding, fluorescence polarization; inhibition, % at 14.8 µM; in the data active = inhibition above about 28%
PREPL inh: inhibits the human prolyl oligopeptidase-like enzyme | Q4J6C6 | recombinant PREPL, fluorescence polarization activity-based probe | inhibition, % at 5.96 µM | hit rate 0.68% among 320,000 | AID 2751; in the data active = inhibition above about 43%;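 note: 0% = enzyme with DMSO and 100% = wells lacking enzyme; many of its hits are not listed in these tables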
ZTA counter: blocks Epstein-Barr virus ZTA, an EBNA-1 counter-screen; P03206; ZTA-DNA binding, fluorescence polarization; inhibition, % at 11 µM; hit rate 0.15% among 320,000; in the data active = inhibition above about 33%
LYPLA1 inh: counter-screen for PME1 inhibitors: inhibitors of human LYPLA1. O75608. recombinant LYPLA1, FP-Rh probe fluorescence polarization. inhibition, % at 5.9 µM. hit rate 0.16% among 320,000;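 active = inhibition above the mean of all tested compounds plus 3 SD, set per campaign, cut at about 14% in these data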;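 note: inhibitors block serine hydrolase probe labeling of LYPLA1 so polarization falls; 0% = enzyme with DMSO and 100% = wells lacking LYPLA1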
Target sequence (O75608 whole entry, looked up): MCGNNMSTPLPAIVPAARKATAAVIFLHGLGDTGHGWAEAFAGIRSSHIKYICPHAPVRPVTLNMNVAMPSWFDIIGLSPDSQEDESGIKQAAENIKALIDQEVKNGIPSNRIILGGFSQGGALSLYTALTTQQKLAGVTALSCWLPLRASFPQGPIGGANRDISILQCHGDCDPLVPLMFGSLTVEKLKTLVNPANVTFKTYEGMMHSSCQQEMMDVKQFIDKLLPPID
pPAFAH FP inh: pPAFAH (human) enzyme inhibition; AID 463082; recombinant pPAFAH, FP-rhodamine probe fluorescence polarization; inhibition, % at 3.39 µM; Q13093; hit rate 1.5% among 330,000;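 active = inhibition above the mean inhibition across the screen plus 3 SD, cut at about 25% in these data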;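 note: inhibitors block binding of the rhodamine activity-based probe so polarization drops; 0% = enzyme with DMSO and 100% = wells lacking pPAFAH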
Target sequence (Q13093 whole entry, looked up): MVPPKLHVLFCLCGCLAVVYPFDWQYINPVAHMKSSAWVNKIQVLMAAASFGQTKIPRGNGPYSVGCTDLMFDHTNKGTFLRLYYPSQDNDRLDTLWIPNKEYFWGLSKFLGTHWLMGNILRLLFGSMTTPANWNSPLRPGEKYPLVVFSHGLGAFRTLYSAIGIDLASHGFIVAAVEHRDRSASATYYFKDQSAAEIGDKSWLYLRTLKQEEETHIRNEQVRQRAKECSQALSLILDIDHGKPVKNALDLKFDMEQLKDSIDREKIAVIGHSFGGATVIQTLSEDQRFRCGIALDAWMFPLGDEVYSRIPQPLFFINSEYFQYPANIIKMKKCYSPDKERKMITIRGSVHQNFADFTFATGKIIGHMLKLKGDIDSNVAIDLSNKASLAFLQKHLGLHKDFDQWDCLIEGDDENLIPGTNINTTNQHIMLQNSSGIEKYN
PAFAH2 inh: PAFAH2 (human) inhibition. inhibition, % at 3.39 µM. hit rate 0.99% among 340,000. Q99487. recombinant PAFAH2, FP-rhodamine activity probe, fluorescence polarization;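 active = inhibition above the mean over all tested compounds plus 3 SD, cut at about 30% in these data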;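 note: inhibitors block probe labeling of enzyme so polarization drops; 0% = enzyme with DMSO and 100% = wells lacking PAFAH2 protein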
PAFAH1B2 inh: inhibitors of human PAFAH1B2. inhibition, % at 3.39 µM. hit rate 1.2% among 340,000. P68402. recombinant PAFAH1B2, FP-rhodamine activity probe, fluorescence polarization. AID 492953;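 active = inhibition above the mean of all tested compounds plus 3 SD, cut at about 24% in these data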;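 note: 0% = enzyme with DMSO and 100% = wells lacking PAFAH1B2; many of its hits are not listed in these tables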
Target sequence (P68402 whole entry, looked up): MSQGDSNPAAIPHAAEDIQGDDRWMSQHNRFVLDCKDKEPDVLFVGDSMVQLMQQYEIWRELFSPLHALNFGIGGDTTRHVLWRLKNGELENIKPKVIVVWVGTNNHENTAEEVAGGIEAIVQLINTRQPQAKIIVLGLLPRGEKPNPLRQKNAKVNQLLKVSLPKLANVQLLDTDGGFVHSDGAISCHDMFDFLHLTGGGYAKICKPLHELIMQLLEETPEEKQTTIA
* hit, by the source's call; x = no result given.

SMILES	PAFAH1B3 inh	LYPLA2 counter	EBNA-1 inhibitor	PREPL inh	ZTA counter	LYPLA1 inh	pPAFAH FP inh	PAFAH2 inh	PAFAH1B2 inh
O=C(NCCc1ccccc1)c1ccc2c(c1)N(Cc1ccccc1)CCS2	4.3	6.0	-2.5	12.5	-5.0	-2.5	8.9	-2.3	-2.1
COc1ccc(NC(=O)C/C(C)=N/NC(=O)c2ccccn2)c(OC)c1	-0.5	5.0	-6.4	10.4	-3.1	5.1	5.0	-0.7	4.3
CC(=O)[C@@H]1[C@@H](C(=O)c2ccc(F)cc2)[C@]2(C(=O)Nc3ccccc32)[C@H]2C=Cc3cc(F)ccc3N12	-1.7	-8.9	3.2	1.1	4.6	-3.9	5.7	-0.4	0.9
CCC(=O)c1ccc(OCC(=O)Nc2cc(S(=O)(=O)N3CCCCC3)ccc2N2CCN(CC)CC2)cc1	-6.5	1.6	-17.9	15.4	-3.0	3.6	-0.6	5.6	4.7
CC(=O)N1CCc2ccc(NC(=O)c3c(-c4c(Cl)cccc4Cl)noc3C)cc21	4.1	0.7	4.2	8.7	6.1	3.2	1.6	-0.3	3.6
CC(c1ccccc1)N1CCN(C(=O)CCl)CC1 (configuration not stated)	13.9	8.6	11.9	3.1	13.1	2.0	1.3	2.6	8.7
Cc1ccc(CN2CCN(Cc3ccc(OCCO)cc3)CC2CCO)o1 (configuration not stated)	10.6	-2.0	-7.0	11.7	8.2	-3.0	-3.8	0.2	2.7
C#CCOCCOCCOCCNc1nc(N2CCOCC2)nc(N2CCN(C(=O)[C@H](CCCN=C(N)N)n3cc(C(N)[C@@H](C)CC)nn3)CC2)n1 (some centres not stated)	2.4	x	x	13.4	x	x	4.7	1.1	5.3
Cc1ccc(-c2csc3ncnc(N4CCN(Cc5ccccc5)CC4)c23)cc1	13.3	0.6	5.0	5.3	7.0	-3.5	1.2	-1.2	4.1
O=C(CCC(=O)NC1CCCCC1)Nc1cccnc1	0.2	1.6	-4.8	-2.9	13.5	0.1	2.2	5.6	-1.5
COC(=O)C1=CN(Cc2ccccc2)C=C(C(=O)OC)C1c1cc(F)ccc1F	8.2	0.8	14.0	-0.6	11.5	2.1	-0.3	9.3	5.8
CC(=O)Nc1ccc(NC(=O)Nc2cccc(C)c2C)cc1	1.0	1.6	-8.3	12.6	3.7	-2.0	-1.3	-1.7	-1.1
CC(=O)c1sc(NC(=O)c2ccc(F)c(S(=O)(=O)N3CCOCC3)c2)nc1C	4.9	1.1	x	2.0	-12.2	-0.1	-0.9	4.1	2.8
Cc1cccc(N2CC(O)(c3cccs3)[N+]3=C2CCCCC3)c1 (configuration not stated)	-1.3	9.6	1.1	0.9	0.3	1.1	-0.5	-3.8	1.7
O=C(NCCOc1ccccc1)C1CCC(=O)N(CCc2ccc(Cl)cc2)C1 (configuration not stated)	5.5	2.0	-5.4	4.3	8.6	3.7	7.7	7.5	9.2
CCCCN=C1NN=C(c2ccc(C)c(C)c2)CS1	x	-1.8	-4.1	-9.3	5.0	-5.3	-2.9	x	x
O=C(CCc1ccccc1)N1CCN(c2ccc([N+](=O)[O-])cc2)CC1	5.3	24.9	-4.7	-34.5	10.2	3.0	-2.1	4.7	2.0
CCCCN(C)C(=O)c1nc2ccccn2c1CN1CCSCC1	-4.6	-6.8	-14.5	13.7	-5.2	-2.4	1.1	2.4	0.7
COC(=O)C1=C(NC(=O)C(C)(C)C)CCS1	4.4	0.7	0.3	2.5	9.3	-5.2	1.3	-4.7	0.8
CCc1ccc(-c2cc(C(=O)N3N=C(C(F)F)CC3(O)C(F)F)c3ccccc3n2)cc1 (configuration not stated)	-17.0	-44.7	1.8	3.3	5.1	-20.9	-6.9	-17.8	-9.1
COC(=O)N/N=C/c1ccc(OC(=O)c2ccco2)c(OC)c1	x	-6.1	-11.4	25.7	5.1	1.5	-6.4	x	x
Cc1ccc(NC(=O)COC(=O)Cn2c(C)csc2=O)cc1	7.3	-5.3	7.2	-7.0	7.9	-1.2	3.5	-9.6	3.7
COc1ccc(Br)cc1-c1nc(CCl)cs1	3.1	-0.6	-1.7	-0.4	-5.2	-4.3	-2.3	0.2	-3.8
O=C(CCNC(=O)c1ccccc1Cl)Nc1ccc(Br)c(C(F)(F)F)c1	1.6	-6.5	1.9	3.9	0.0	-8.8	0.2	3.0	3.1
CCOc1ccc(S(=O)(=O)N2CCN(C(=O)c3cc([N+](=O)[O-])ccc3N3CCOCC3)CC2)cc1	12.3	3.3	x	-0.6	-2.6	5.5	-2.9	3.3	-6.4
Cc1nc(N2CCCCC2)c2c(C)c(C(=O)Nc3ccc4c(c3)OCCO4)sc2n1	-4.8	-10.7	-15.1	23.2	5.2	-3.4	5.2	3.0	3.3
CN(CC(=O)NC(=O)NC1CCCCC1)CC(=O)Nc1ccc(Cl)cc1	1.8	3.0	x	16.4	2.8	-2.0	4.5	1.0	24.4*
Cc1cc(C)cc(NC(=O)c2cnn(-c3ccccc3)c2C2CCNCC2)c1	-3.8	1.7	5.7	13.3	9.5	1.1	6.5	-2.4	2.9
COc1ccc(-n2c(SCC(=O)N3CCCCC3C)nnc2-c2cccnc2)cc1 (configuration not stated)	15.0	2.7	-4.2	2.0	-2.0	-1.8	-4.0	2.4	5.5
COC(=O)C1C(=O)C2=C(CC1C)Nc1ccccc1NC2c1cccs1 (configuration not stated)	1.4	0.8	-6.6	5.4	-6.6	-2.4	1.4	1.9	0.8
O=C(CS(=O)(=O)Cc1ccccc1)Nc1cccnc1	-0.5	3.4	-3.1	1.8	-3.1	-0.2	0.5	4.6	3.3
CCOC(=O)C1=C(c2ccccc2)OC(N)=C(C#N)C1c1cccs1 (configuration not stated)	5.1	0.2	-3.0	-0.4	1.4	0.3	3.5	0.9	-0.4
CC(=O)Nc1cccc(Oc2ccc([N+](=O)[O-])cc2Cl)c1	-7.2	6.9	10.0	9.3	3.4	-1.9	8.4	1.5	-1.5
Cc1nc2c3ccccc3[nH]c(=O)n2n1	-1.7	0.3	6.1	-6.8	9.1	4.3	1.6	-4.6	0.1
CC(C)(C)/C=N/NC(=O)C1CC1	x	1.0	-3.4	9.5	3.2	-1.4	6.0	x	x
Cc1cccc(NC(=O)CSc2nnc(-c3ccco3)o2)c1	0.2	-1.1	4.2	8.8	-12.9	0.4	1.5	0.5	1.0
C/C(=C1/SC(N2CCOCC2)=NC1=O)c1ccc(Cl)cc1	6.1	-5.2	1.1	8.8	0.6	-5.3	3.9	-0.2	3.6
CN1CCN(S(=O)(=O)c2cccc(C(=O)NCc3ccccc3Cl)c2)CC1	0.7	3.4	4.6	0.1	0.3	3.1	4.4	-7.1	5.5
O=C(CCc1ccccc1)Nc1cccc(S(=O)(=O)N2CCOCC2)c1	5.5	x	x	14.8	x	x	3.7	5.3	1.5
CCN(CC)c1ccc(/C=N/NC(=O)CC(C)C)cc1	8.0	3.0	0.4	3.7	-2.9	2.6	3.9	5.4	3.4

Complete entries from above.
Cc1nc(N2CCCCC2)c2c(C)c(C(=O)Nc3ccc4c(c3)OCCO4)sc2n1 as listed: PAFAH1B3 inh: -4.8; LYPLA2 counter: -10.7; EBNA-1 inhibitor: -15.1; PREPL inh: 23.2; ZTA counter: 5.2; LYPLA1 inh: -3.4; pPAFAH FP inh: 5.2; PAFAH2 inh: 3.0; PAFAH1B2 inh: 3.3
Cc1cccc(NC(=O)CSc2nnc(-c3ccco3)o2)c1 as listed: PAFAH1B3 inh: 0.2; LYPLA2 counter: -1.1; EBNA-1 inhibitor: 4.2; PREPL inh: 8.8; ZTA counter: -12.9; LYPLA1 inh: 0.4; pPAFAH FP inh: 1.5; PAFAH2 inh: 0.5; PAFAH1B2 inh: 1.0

Later entries:
SMILES	PAFAH1B3 inh	LYPLA2 counter	EBNA-1 inhibitor	PREPL inh	ZTA counter	LYPLA1 inh	pPAFAH FP inh	PAFAH2 inh	PAFAH1B2 inh
C=C(C)CNC(=S)N/N=C\c1ccc2c(c1)OCO2	5.9	5.8	3.3	-4.2	-0.1	-1.9	1.4	-6.2	2.0
Cc1ccc(S(=O)(=O)N2CCN(C(=O)COC(=O)COc3cccc4c3OC(C)(C)C4)CC2)cc1	0.0	2.7	-12.1	9.1	-18.3	-2.4	-4.6	-4.5	11.2
c1csc(-c2ccc(N3CCOCC3)nn2)c1	0.9	4.4	-4.6	-5.6	1.5	-0.8	-1.5	-9.1	0.5
COc1ccccc1C(=O)NC(=O)COC(=O)CNC(=O)c1ccc(Cl)cc1Cl	3.0	4.7	-2.0	2.9	-6.0	2.3	-1.6	2.7	-2.7
Cc1ccc(C)c(OCc2nnc(NC(=O)c3ccc4c(c3)OCO4)s2)c1	7.0	0.9	3.7	-6.2	8.9	-0.1	3.6	0.0	-1.0
Cc1ccc(Sc2nc(-c3ccccc3)nnc2C(F)(F)F)cc1	3.9	-1.9	-3.3	-4.3	-3.3	4.4	1.9	-3.6	2.4
CC(=O)c1ccc(N2CCN(CC(=O)NC(=O)NCc3ccccc3)CC2)cc1	8.5	10.9	x	4.9	-14.6	-1.1	7.3	1.1	0.4
CC1(C)NC(=O)N(CCCCOc2ccc3ccccc3c2Cl)C1=O	-1.4	4.1	1.1	-2.8	-5.1	-5.7	0.4	5.2	6.9
Nc1n[nH]c2ccccc12	-4.1	-2.0	10.2	-6.0	-0.6	-3.4	5.7	-2.2	8.3
Cc1sc(NC(=O)c2ccccc2F)c(CN2CCCCC2)c1C	5.8	8.7	-9.7	8.7	-20.0	-0.6	9.7	0.5	0.7
COc1ccc(CCNC(=O)Cn2nnc(-c3cccs3)n2)cc1OC	6.3	-2.4	7.7	27.7	-12.0	-0.6	0.1	-2.5	4.1
CCN(CC)C(c1ccc(C)cc1)c1nnnn1C1CCCCC1 (configuration not stated)	-2.4	-2.8	-2.2	2.9	-6.7	-1.1	-3.1	4.8	-0.8
O=S(N1CCc2ccccc21)C12CC3CC(CC(C3)C1)C2 (configuration not stated)	-0.5	-0.8	-4.8	-3.2	-0.8	2.0	5.8	3.6	10.0
CCNc1nc(NCC)n2c(SCC(=O)c3ccccc3F)nnc2n1	3.4	5.1	-7.8	16.3	-8.4	2.0	1.4	-2.8	1.1
COc1ccc(NC(=O)c2ccccc2N(Cc2ccccc2)S(C)(=O)=O)c(OC)c1	0.7	1.0	-1.9	5.4	-1.5	2.9	4.1	3.9	4.4
CCNc1nc(C)nc2c1oc1ccccc12	0.4	2.2	-2.9	10.2	-7.4	-0.6	-0.9	1.4	-0.2
NNc1nc2c(F)cccc2s1	1.8	-0.2	4.8	22.0	-15.0	-1.3	2.6	0.1	2.7
O=C(CNS(=O)(=O)c1ccc(Cl)cc1)NC1CCCCC1	10.1	-6.4	x	2.3	-11.5	0.1	-1.4	-1.3	17.1
COC(=O)c1[nH]c2cccc(Cl)c2c1NC(=O)CN1CCCCC1C (configuration not stated)	3.3	0.5	8.0	3.6	7.6	1.3	1.4	-5.8	3.3
CCOC(=O)C1CCN(c2c(NCCN3CCN(c4ccccc4)CC3)c(=O)c2=O)CC1	-5.2	6.9	-4.1	9.9	0.5	2.2	-1.3	2.0	2.4
CC1CCCC(NS(=O)(=O)c2cccc3nsnc23)C1C (configuration not stated)	0.7	5.2	-4.0	-46.1	-8.9	2.0	9.6	3.0	4.8
O=C(N/N=C/c1ccco1)c1ccc(NC(=O)c2ccccc2Cl)cc1	2.6	-9.9	-5.2	-1.7	4.8	-3.3	-1.8	3.2	2.4
c1ccc(-c2ncc3c(ccc4ccccc43)n2)cc1	-0.6	4.4	-0.8	-5.5	-25.3	1.2	4.8	-1.2	0.0

Screens (PubChem BioAssay)

An excerpt; the hit share may differ from the screen's.
